GPT2 inh: blocks human glutamate pyruvate transaminase 2. AID 1671188. Potency, µM (top dose mostly 57.7 µM), inactives show at the top dose activity change, negative = inhibition, most hits filed as inhibitors. Recombinant GPT2, coupled pyruvate oxidase/HRP Amplex Red fluorescence. actives 0.25% (n = 100,000); also: potency is read from the fitted curve at half-maximal effect; nearly all actives have a fitted effect of over 60% in size; many of its hits are not listed in these tables
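GPT2 10ng/uL, a-KG 250uM, L-Ala 2mM, HEPES pH7.5 + 0.0001% Tween; 30 min RT. Then Amplex mix (PO/HRP/ThPP), 30 min RT dark, fluorescence. AOA 50uM used as positive control.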
FLuc inh: inhibitors of firefly (Photinus pyralis) luciferase. P08659. Potency, µM (titrated, usually from 115 µM), inactives show at the highest dose activity change, negative = inhibition, usual class: inhibitors. actives 2.5% (n = 76,000). purified P. pyralis luciferase, luminescence, biochemical; also: potency is read from the fitted curve at half-maximal effect; nearly all actives have a fitted effect of over 65% in size
Target sequence (P08659 whole entry, looked up): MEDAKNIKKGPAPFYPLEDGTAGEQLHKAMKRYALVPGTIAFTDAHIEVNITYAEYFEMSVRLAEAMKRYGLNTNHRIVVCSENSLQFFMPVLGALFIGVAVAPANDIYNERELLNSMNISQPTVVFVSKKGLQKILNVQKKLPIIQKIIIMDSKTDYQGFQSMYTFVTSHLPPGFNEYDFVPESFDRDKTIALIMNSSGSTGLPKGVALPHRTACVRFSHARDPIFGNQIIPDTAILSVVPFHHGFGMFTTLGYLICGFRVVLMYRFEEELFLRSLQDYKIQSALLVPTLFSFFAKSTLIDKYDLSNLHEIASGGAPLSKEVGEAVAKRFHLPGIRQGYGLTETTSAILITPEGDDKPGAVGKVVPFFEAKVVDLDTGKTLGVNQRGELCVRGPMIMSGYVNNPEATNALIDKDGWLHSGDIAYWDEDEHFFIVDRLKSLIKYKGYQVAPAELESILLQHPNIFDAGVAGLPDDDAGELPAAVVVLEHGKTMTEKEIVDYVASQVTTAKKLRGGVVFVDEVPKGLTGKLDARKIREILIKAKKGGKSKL
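Purified P. pyralis luciferase (10nM final) in 50mM Tris acetate pH 7.5, 10mM Mg acetate, 0.01% Tween-20, 0.05% BSA with 10uM D-luciferin and 10uM ATP. Compounds titrated qHTS. Luminescence imaged on CCD.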
HEK293 tox: HEK 293 cell cytotoxicity; HEK 293 viability, ATP luminescence (CellTiter-Glo), 48-72 h; Potency, µM (doses to about 115 µM), for inactives: at the top dose activity change, negative = cytotoxicity, hits mostly inhibitors; actives 6.6% (n = 94,000); AID 1345083; also: potency is read from the fitted curve at half-maximal effect; nearly all actives have a fitted effect of over 60% in size
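ATP-coupled CellTiter-Glo luminescence served as viability read-out, recorded 10 min after reagent addition at room temperature. HEK 293 cells, 250 cells/well, had been incubated with pintool-transferred compound for 48 or 72 hr at 37 degree Celsius.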
NIH3T3 tox: NIH 3T3 cell cytotoxicity; NIH 3T3 viability, CellTiter-Glo ATP luminescence, 48-72 h; Potency, µM (highest dose often 96.7 µM), without a hit: top-dose activity change, negative = cytotoxicity, most hits filed as inhibitors; actives 4.3% (n = 94,000); also: potency is read from the fitted curve at half-maximal effect; nearly all actives have a fitted effect of over 55% in size
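Mouse fibroblast NIH 3T3 cells, 400 per well, received compound via pintool and were incubated for 48 or 72 hr prior to CellTiter-Glo ATP luminescence measurement.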
IP6K1 inhibitor: IP6K1 kinase inhibition; activity change, % (series mostly up to about 58 µM); AID 1645851; actives 0.81% (n = 140,000); IP6K1 kinase, ADP-Glo luminescence, 2 h; active compounds read low; in the data active = activity change below about -25%
Target sequence (Q92551 whole entry, looked up): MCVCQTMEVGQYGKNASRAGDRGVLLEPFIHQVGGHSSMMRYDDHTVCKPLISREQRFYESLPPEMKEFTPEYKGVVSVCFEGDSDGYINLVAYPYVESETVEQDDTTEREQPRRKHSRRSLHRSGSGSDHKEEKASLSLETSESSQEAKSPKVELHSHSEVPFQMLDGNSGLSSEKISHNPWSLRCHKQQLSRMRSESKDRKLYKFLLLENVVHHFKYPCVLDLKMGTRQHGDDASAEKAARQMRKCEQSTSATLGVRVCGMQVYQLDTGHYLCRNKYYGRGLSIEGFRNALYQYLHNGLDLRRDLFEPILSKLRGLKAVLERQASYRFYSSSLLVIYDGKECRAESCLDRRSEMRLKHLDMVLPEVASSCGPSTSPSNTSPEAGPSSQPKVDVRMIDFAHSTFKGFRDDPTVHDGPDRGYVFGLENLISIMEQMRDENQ
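ADP-Glo luminescence measures ADP made by human IP6K1 during a 2 h RT reaction with ATP/IP6 (mix at 1.3 mM/130 uM); top library doses 57.5 and 19.1 uM final.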
SNCA viab count: reduces viability of HEK-293 SNCA reporter cells; HEK-293-SNCA-luc viability, GF-AFC fluorescence, 24 h; Potency, µM (titrated, usually from 57.1 µM), inactives show at the highest dose activity change, negative = cytotoxicity, actives largely listed as cytotoxic; actives 0.12% (n = 150,000);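 also: potency is read from the fitted curve at half-maximal effect; 0% = DMSO-treated cells and -100% = medium-only wells without cells; nearly all actives have a fitted effect of over 30% in size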
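HEK-293-SNCA-luc cells (1500/well) plated 24 h, then exposed 24 h to a dilution series; GF-AFC added 30 min at 37C, fluorescence 405/540 nm; normalised to medium-only and DMSO wells, Hill fit.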
SNCA expr inhib: reduces expression of the alpha-synuclein gene; HEK-293 SNCA-luciferase knock-in, luminescence, 24 h; Potency, µM (highest dose often 57.2 µM), for the others: at the highest dose activity change, negative = inhibition, most hits filed as inhibitors; actives 0.17% (n = 140,000);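 also: potency is read from the fitted curve at half-maximal effect; plate controls were DMSO cells for no effect and cell-free wells for full effect; nearly all actives have a fitted effect of over 45% in size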
Starred values were filed as active, the others as inactive; i = inactive; ? = inconclusive; / = not tested or not shown; & = joins results of further samples; [ ] = another dose, or the depositor's remark. Unless noted, calls follow the shape of the dose curve; as a rule, active = well fitted curve in the direction sought with a large enough effect; inconclusive = small, poorly fitted or top-dose-only effect, or another doubt; inactive = no such curve, though single readings can be large; an effect the other way counts as inactive or inconclusive. Unless noted, % is scaled to controls: 0 for no effect and ±100 for the full control effect. Only part of the results is shown; count on the stated rates, not on these rows.

SMILES | GPT2 inh | FLuc inh | HEK293 tox | NIH3T3 tox | IP6K1 inhibitor | SNCA viab count | SNCA expr inhib
Cc1ccc(-c2nonc2NC(=O)c2ccco2)cc1C | / | / | / | / | -5 | 4% | 0%
CCOc1ccc(NS(=O)(=O)c2ccc3[nH]cc(C(=O)N(C)C4CCCCC4)c(=O)c3c2)cc1 | / | / | / | / | 0 | 2% | 14%
CCOc1cccc(CN2CC[C@@](C)(O)[C@H](N3CCCC3)C2)c1 | i | 0% | -8% | -12% | 13 | 1% | 28%
C[C@@H]1O[C@@H](O[C@H]2[C@H](OC(=O)[C@]34CCC(C)(C)C[C@H]3C3=CCC5[C@@]6(C)C[C@H](O)[C@H](O[C@@H]7O[C@H](CO[C@@H]8OC[C@H](O)[C@H](O)[C@H]8O)[C@@H](O)[C@H](O)[C@H]7O)C(C)(C)C6CC[C@@]5(C)[C@]3(C)C[C@H]4O)OC[C@@H](O)[C@@H]2O)[C@H](O)[C@H](O[C@@H]2OC[C@](O)(CO)[C@H]2O)[C@H]1O[C@@H]1OC[C@H](O)[C@H](O[C@@H]2OC[C@@H](O)[C@H](O)[C@H]2O)[C@H]1O (stereo partly drawn) | i[11.5 µM] | / | / | / | 0 | -7%[12.5 µM] | /
CCOc1ccc(CC(=O)N2CC(c3nnc(-c4ccncc4)o3)C3(CCOCC3)C2)cc1 (stereo not drawn) | 2% | 2% | -19% | -20% | 18 | -11% | -5%
Cc1cc(C(F)(F)F)n(CC(C)CNC(=O)c2cn(CCN)nn2)n1 (stereo not drawn) | 2% | 1% | ? | -29% | -21 | 4% | ?
O=C(NCc1ccccc1)C1COC2(CCN(C(=O)c3cccs3)CC2)N1C(=O)c1ccco1 (stereo not drawn) | i | -3% | -4% | -8% | -14 | 5% | 16%
CC1(CCCCN2CCOCC2)COc2ccc(C(=O)NCc3cccc(F)c3)cc2N1 (stereo not drawn) | -19% | -3% | ? | ? | 4 | 4% | 32%[activator]
CCc1nnc(SCC(=O)Nc2ccc(Cl)cc2F)c2cc3occc3n12 | / | / | / | / | 5 | 18% | 22%
O=c1[nH]ccn1C1CCN(Cc2ccc(C(F)(F)F)cc2)CC1 | 1%[88.5 µM] | -7%[172 µM] | -29%[172 µM] | -16%[138 µM] | 12 | -1%[87.6 µM] | -3%[87.6 µM]
CC/C=C/C(O)C(O)C1=C(C)C(=O)C2(O1)C(=O)NC(OC)(C(=O)c1ccccc1)C2O (stereo not drawn) | ? | / | / | / | -5 | -8%[23.9 µM] | /
C[S+](=O)([O-])N1CCN(Cc2ccccc2-c2ccccc2F)CC1 | i | / | -12% | -18% | 24 | 3%[12.5 µM] | 53%[activator]
CCOc1ccccc1NC(=O)C1CCCN(S(=O)(=O)c2cn(C)cn2)C1 (stereo not drawn) | / | / | / | / | -26* | 4% | -2%
Cc1ccc(Cl)cc1NC(=O)CN1C(=O)C(C)(C)c2cc(S(=O)(=O)N3CCCCC3)ccc21 | / | / | / | / | 19 | 2% | ?
O=C(C1CCCN1C(=O)NC1CCCC1)N1CCCC(c2nc3ncccc3[nH]2)C1 (stereo not drawn) | i | / | i | -11% | 7 | 5% | 5%
COc1ccc(-c2noc(Nc3ccccc3)n2)cc1 | i | 1.1µM* | ? | -26% | -1 | -4% | 113%[activator]
Cc1nc2ccc(C(=O)NCc3cc4n(n3)CCN(C(=O)N(C)C)C4)cc2o1 | ? | 0% | -13% | -9% | -3 | 8% | -15%
COc1cc(Nc2nn(-c3ccc(OC(F)(F)F)cc3)nc2C(C)=O)cc(OC)c1 | / | / | / | / | -18 | 7% | 11%
CN(C)c1ccc(CNC(=O)CCCN2C(=O)CCn3nc(-c4cn(C)c5ccccc45)cc32)cc1 | / | / | / | / | -4 | 12% | 3%
CC1=C[C@@H](CNC(C)C)[C@H](C(C)C)C[C@H]1Cc1nnc(C(C)(C)C)o1 | -11%[88.5 µM] | 7%[172 µM] | -1%[172 µM] | -5%[138 µM] | -10 | 1%[87.6 µM] | 2%[87.6 µM]
CN(Cc1ccccc1)Cc1cn([C@H]2CO[C@H]3[C@@H]2OC[C@@H]3NC(=O)NC2CCCCC2)nn1 | ? | 5% | -10% | -13% | 14 | 15% | 33%[activator]
Cc1ccc(-c2noc(-c3nc(-c4ccccn4)no3)n2)cc1 | i | 18µM* | 4% | i | -10 | -16% | 3%
COc1ccc(-c2ccnc(N[C@H]3CO[C@H]4[C@@H]3OC[C@@H]4NC(=O)Nc3ccc(C(C)=O)cc3)n2)cc1 | -6% | 1% | ? | ? | -10 | 5% | -7%
Cc1cc(C)cc(NS(=O)(=O)c2ccc3[nH]cc(C(=O)N(C)Cc4ccccc4)c(=O)c3c2)c1 | / | / | / | / | -26* | -10% | ?
Cc1nccn1-c1ccccc1Cn1cc(-c2cncnc2)nn1 | 0% | 2% | -21% | -20% | 13 | 7% | -11%
CCOC(=O)c1cnc2cc(-c3ccc(OCC)cc3)nn2c1-c1ccccc1 | / | / | / | / | 27 | 2% | -7%
O=C(COc1ccc(Cl)cc1)N1CCC(Oc2ncccc2C(=O)N2CCCCC2)C1 (stereo not drawn) | i | -7% | 9% | -29% | 3 | -10% | -3%
Cn1ncc(N2CCC(NC(=O)c3ccc4c(c3)OCO4)CC2)cc1=O | i | 2% | -11% | -1% | 37 | -10% | 16%
Cc1ccc(C)c(NC(=O)CN2C(=O)NC(c3ccccc3Cl)C3=C2COC3=O)c1 (stereo not drawn) | i | -2% | -15% | -2% | 13 | 10% | 1%
Cc1nc(-c2ccccc2)sc1CCNS(=O)(=O)c1ccc(Br)cc1 | / | / | / | / | -11 | -8% | -3%
C=CCN(Cc1ccc(C#N)cc1)Cc1cccnc1 | -12% | -3% | ? | ? | 8 | 6% | -7%
CSc1ccc(-c2cccc(C(=O)NCCNC(=O)c3ccccc3F)c2)cc1 | -2% | / | ? | -39% | 30 | 4%[12.5 µM] | -37%
COC[C@@H]1[C@@H](NC(=O)c2ccc3c(c2)ncn3C)[C@@H]2CCO[C@H]12 | -23% | -7% | -6% | -1% | 7 | 0% | -8%
CN1C(=O)C(c2ccccc2)CC12CCN(Cc1ccc(C#N)cc1)CC2 (stereo not drawn) | -8% | 0% | ? | -42% | 1 | -3% | -15%
CC(=O)NCCC(=O)N1CCCC(c2[nH]ncc2-c2ccc(C)cc2)C1 (stereo not drawn) | -13% | -4% | 0% | -7% | 0 | -12% | 6%
CCCNC(=O)C(NC(=O)c1cccc(C)c1)C1CCN(C(=O)c2ccc(C)cc2)CC1 (stereo not drawn) | i | -4% | -12% | -21% | 0 | -5% | -4%
COc1ccc(-c2ccc(C(=O)N3CCN(C(=O)c4ccccc4F)CC3)cc2)nn1 | / | / | -20% | ? | 6 | / | /
COc1ccc(C(=O)NC2CCCN(c3cc(-c4ccc(F)cc4)[nH]n3)C2)cc1OC (stereo not drawn) | -23% | 13µM* | ? | -29% | 0 | -12% | 6%
CCOc1ccc(NC(=O)c2oc3ccccc3c2NC(=O)c2cc3ccccc3o2)cc1 | / | / | / | / | 7 | 8% | 28%
COc1ccccc1-c1cc(C(=O)N2CCOCC2)c2cnn(C)c2n1 | -7% | / | 2% | -2% | -9 | 2% | 1%

Complete entries, looked up by structure. Order of values: GPT2 inh | FLuc inh | HEK293 tox | NIH3T3 tox | IP6K1 inhibitor | SNCA viab count | SNCA expr inhib
`Cc1nc(-c2ccccc2)sc1CCNS(=O)(=O)c1ccc(Br)cc1` is listed as / | / | / | / | -11 | -8% | -3%
`CSc1ccc(-c2cccc(C(=O)NCCNC(=O)c3ccccc3F)c2)cc1` is listed as -2% | / | ? | -39% | 30 | 4%[12.5 µM] | -37%
`Cc1nccn1-c1ccccc1Cn1cc(-c2cncnc2)nn1` is listed as 0% | 2% | -21% | -20% | 13 | 7% | -11%

Continued:
SMILES | GPT2 inh | FLuc inh | HEK293 tox | NIH3T3 tox | IP6K1 inhibitor | SNCA viab count | SNCA expr inhib
COc1ccc(Cn2c(C(=O)O)c(CNCCc3cccs3)c3ccc(OC)cc32)cc1 | / | / | / | / | -14 | ? | -24%
COc1ccc(C[C@H](NC(=O)[C@@H]2C[C@@H](NC(=O)Nc3cccc(F)c3)CCN2C(=O)[C@H](C)O)C(N)=O)cc1 | -1% | -9% | -1% | 0% | 13 | 2% | -10%
CCOc1ccc(CN2C(=O)c3ccccc3Sc3ccc(C(=O)NC)cc32)cc1 | / | / | / | / | 17 | 1% | 3%
Cc1ccc2c(C(=O)N3CCOCC3)cc(NC(=O)C3CCC3)cc2n1 | 1% | -7% | -1% | -20% | 0 | -5% | 1%
Cc1nc(-c2ccccc2)n(Cc2cc(=O)n3ccccc3n2)c(=O)c1CCO | i | -6% | -21% | ? | 11 | 7% | -10%
CC(C)c1nc(NC(=O)Cn2nc3c(cc2=O)CCCC3)n[nH]1 | 5% | -1% | i | 3% | -7 | 0% | 17%
Cn1cc(C(=O)NC2CC(c3cc(N4CCOCC4)ncn3)C2)cn1 (stereo not drawn) | i | 7% | 4% | 0% | 2 | -6% | 2%
CNC(=O)[C@@H](C1CCCCC1)N1CCC[C@H]1C(=O)N1CCOCC1 | -4%[88.5 µM] | -10%[172 µM] | -6%[172 µM] | -28%[174 µM] | 2 | 6%[87.6 µM] | -13%[87.6 µM]
CCOc1ccc(NC(=O)Cn2nnc(C(=O)NCCc3ccccc3)c2N)cc1 | / | / | / | / | -6 | -3% | 5%
Cc1onc(-c2ccccc2)c1C(=O)N1CCOCC(O)(CN2CCCC2)C1 (stereo not drawn) | -6% | 11% | -2% | 0% | -5 | -1% | -2%
Cn1ncc2c(C(=O)NC3CCC3)cc(-c3ccccc3F)nc21 | / | / | -23%[172 µM] | ? | 8 | / | /
CC(=O)Nc1ccc(CN2CCn3c(nnc3-c3ccccc3)C2)cc1 | 0% | -9% | -4% | -15% | -1 | 11% | 25%
O=C(NCC1CC1)C1CCCN(Cc2cccc(-c3ccsc3)c2)C1 (stereo not drawn) | / | / | ? | ? | -2 | / | /
O=c1[nH]c(C2CCCN(Cc3ccc(-c4cccs4)cc3)C2)nc2ccc(F)cc12 (stereo not drawn) | -1% | -8% | 40µM* | ? | 5&-10 | 4%&-6% | ?

Of the compounds above, these have an aryl thioether with sulfur outside any ring.
SMILES | GPT2 inh | FLuc inh | HEK293 tox | NIH3T3 tox | IP6K1 inhibitor | SNCA viab count | SNCA expr inhib
CCc1nnc(SCC(=O)Nc2ccc(Cl)cc2F)c2cc3occc3n12 | / | / | / | / | 5 | 18% | 22%
CSc1ccc(-c2cccc(C(=O)NCCNC(=O)c3ccccc3F)c2)cc1 | -2% | / | ? | -39% | 30 | 4%[12.5 µM] | -37%
